GLP-1R agonist = activates the human GLP-1 receptor; P43220; HEK293 GLP-1R CRE-luciferase, luminescence, 4-6 h; cells express a hypersensitive GLP-1R form; Potency, µM (top dose mostly 45.6 µM), for inactives: top-dose activation, most hits filed as activators; 380,000 tested, 0.007% active; note: potency is the fitted concentration of half-maximal effect; % of control where 0% means no effect
Target sequence (P43220 whole entry, looked up): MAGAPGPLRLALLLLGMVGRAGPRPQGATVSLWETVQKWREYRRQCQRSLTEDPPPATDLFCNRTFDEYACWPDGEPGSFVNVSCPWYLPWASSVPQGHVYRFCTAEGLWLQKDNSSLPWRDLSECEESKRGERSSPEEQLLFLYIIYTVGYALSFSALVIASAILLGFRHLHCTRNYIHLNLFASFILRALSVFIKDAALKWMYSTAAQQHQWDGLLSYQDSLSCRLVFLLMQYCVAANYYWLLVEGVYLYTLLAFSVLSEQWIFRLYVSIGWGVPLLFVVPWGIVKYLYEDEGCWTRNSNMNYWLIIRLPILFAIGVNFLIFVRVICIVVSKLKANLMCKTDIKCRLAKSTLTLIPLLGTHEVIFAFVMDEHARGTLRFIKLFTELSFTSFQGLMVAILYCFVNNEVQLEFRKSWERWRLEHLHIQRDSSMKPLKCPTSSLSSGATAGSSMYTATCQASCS
D3 ag = agonists of human D3 dopamine receptor; P35462; D3R DiscoveRx beta-arrestin cells, luminescence, 90 min; max activation, %; 410,000 tested, 0.58% active; in the data active = max activation above about 30%; note: 0% is about no effect; mostly tested at two doses, the higher about 12 µM
Target sequence (P35462 whole entry, looked up): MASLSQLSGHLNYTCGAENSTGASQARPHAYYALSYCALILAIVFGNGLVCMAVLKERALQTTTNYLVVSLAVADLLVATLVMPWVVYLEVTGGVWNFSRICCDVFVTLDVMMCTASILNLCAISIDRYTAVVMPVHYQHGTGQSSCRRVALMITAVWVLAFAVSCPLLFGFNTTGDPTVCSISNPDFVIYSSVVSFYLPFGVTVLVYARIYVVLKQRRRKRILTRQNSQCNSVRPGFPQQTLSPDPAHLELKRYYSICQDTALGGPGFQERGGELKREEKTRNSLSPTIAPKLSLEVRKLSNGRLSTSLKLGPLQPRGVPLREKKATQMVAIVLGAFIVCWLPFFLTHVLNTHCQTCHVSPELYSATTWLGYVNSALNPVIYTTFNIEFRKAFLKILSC
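Agonist-mode cell screen: cells plated at 1500/well and incubated overnight at 37 °C, then exposed to library compounds for 90 min at 37 °C. Detection reagent was added for 30–60 min at room temperature, and luminescence was read.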
DRD3 antagonist = D3 dopamine receptor (human) antagonism; 360,000 tested, 2.5% active; P35462; D3R cells, DiscoveRx beta-arrestin luminescence, antagonist mode; stronger effect = lower value; AID 652054; max response, negative = inhibition, %; in the data active = max response below about -50%; inconclusive = no clear call, values can overlap the other calls; note: % is set by controls: 0 for no effect and ±100 for the full control effect; mostly tested at two doses, the higher about 12 µM
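Cells plated overnight at 1500 cells/well, then exposed to library compounds with dopamine controls for 90 minutes at 37 degrees C. DiscoveRx reagent added for 30–60 minutes at room temperature; luminescence read, quantitative HTS format.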
HT1080 IDH1KD tx = kills HT-1080 cells with IDH1 knockdown; 360,000 tested, 2% active; Potency, µM (doses to about 46.1 µM), for inactives: top-dose activity, negative = toxicity, actives largely listed as cytotoxic; HT-1080 IDH1 knockdown viability, ATP luminescence, 48 h;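 note: potency is the fitted concentration of half-maximal effect; 0% = DMSO wells and -100% = cell-free medium wells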
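HT-1080-IDH1KD cells (IDH1 knocked down), 750/well in RPMI with 5% FBS, treated with compound 48 h at 37 degrees C. Viability by CellTiter-Glo luminescence, normalised to DMSO and no-cell wells; concentration-response curves classed.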
SW480 rereplic = DNA re-replication induction in SW480 cells | SW480 DNA re-replication, Hoechst DNA content imaging, 48 h | 340,000 tested, 1.8% active | Potency, µM (top dose mostly 46.1 µM), for the others: at the top dose re-replication activation, actives largely listed as activators; note: potency is the fitted concentration of half-maximal effect; % of control where 0% means no effect; nearly all actives have a fitted effect of over 55% in size
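Image-based read-out: total Hoechst fluorescence of nuclei (405 nm excitation, 500-530 nm emission), with hits raising the fraction of high-intensity nuclei. SW480 colon cells incubated 48 hr with compounds at 37 C.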
KB-V1 MDR tox = kills drug-selected multidrug resistant KB-V1 cells | KB-V1 MDR cells viability, CellTiter-Glo, 72 h | Potency, µM (top dose mostly 46.1 µM), for inactives: top-dose activity change, negative = cytotoxicity, actives largely listed as cytotoxic | 400,000 tested, 3.4% active; note: potency is the fitted concentration of half-maximal effect; % is set by controls: 0 for no effect and ±100 for the full control effect; nearly all actives have a fitted effect of over 60% in size
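Potencies derive from concentration-effect curves fitted to normalized luminescence (CellTiter-Glo) of KB-V1 cells treated for 72 h at 37 degrees C in phenol-red-free DMEM containing 10% FBS.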
IL1B secr inh = inhibitors of inflammasome signaling (IL-1 beta secretion). THP-1 LPS/ATP IL-1B secretion, AlphaLISA, 16 h; stronger effect = lower value. activity change, % at 57.5 µM. 360,000 tested, 4.7% active. AID 743279; in the data active = activity change below about -50%; inconclusive = mostly about -30% to -49%; note: % is set by controls: 0 for no effect and ±100 for the full control effect
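Secreted IL-1B measured by AlphaLISA bead assay after 16 h compound exposure of THP-1 cells; compounds (final up to 57.5 uM) added 1 h before LPS (250 ng/mL) and ATP (1.25 mM) stimulation; lower signal means less secretion.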
KB-3-1 cytotox = kills parental KB-3-1 adenocarcinoma cells. KB-3-1 viability, CellTiter-Glo ATP luminescence, 72 h. 400,000 tested, 1.4% active. AID 1347075. Potency, µM (highest dose often 46.1 µM), for the others: top-dose activity change, negative = cytotoxic, usual class: cytotoxic; note: potency is the fitted concentration of half-maximal effect; % is set by controls: 0 for no effect and ±100 for the full control effect; nearly all actives have a fitted effect of over 60% in size
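Screening of KB-3-1 cells (DMEM, 10% FBS, phenol-red free) ran from lowest to highest compound concentration; after 72 h at 37 °C viability was read luminescently and curves fitted.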
HT1080NT lethal = kills 2HG-producing HT-1080-NT fibrosarcoma cells | HT-1080-NT fibrosarcoma viability, CellTiter-Glo ATP luminescence, 48 h | Potency, µM (top dose mostly 46.1 µM), inactives show top-dose activity, negative = less viability, actives largely listed as cytotoxic | 360,000 tested, 1.6% active;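 note: NT is the 2HG producing partner of a matched IDH1 knockdown line; potency is the fitted concentration of half-maximal effect; 0% = DMSO-treated cells and -100% = media-only wells without cells; nearly all actives have a fitted effect of over 55% in size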
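Toxicity toward the 2HG-producing NT line was scored as %Activity, normalised to DMSO and no-cell wells, from CellTiter-Glo luminescence after 48 hours' treatment.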
* marks the source's active call; other numbers are inactive results; ? = inconclusive; . = not tested or not shown; & = joins results of further samples; [ ] = remark or other dose. Unless noted, calls come from the whole dose curve; as a rule, active = well fitted curve in the direction sought with a large enough effect; inconclusive = small, poorly fitted or top-dose-only effect, or another doubt; inactive = no such curve, though single readings can be large; an effect the other way counts as inactive or inconclusive. An unsorted share of the library, and some 12% of all compounds hit somewhere here.

SMILES	GLP-1R agonist	D3 ag	DRD3 antagonist	HT1080 IDH1KD tx	SW480 rereplic	KB-V1 MDR tox	IL1B secr inh	KB-3-1 cytotox	HT1080NT lethal
COc1cn(-c2ccccc2)nc1C(=O)Nc1ccc(C)cc1Cl	11%	9	-21	-23%	2%	-1%	-13	17%	-10%
CNC(=O)C1C2C=CC3(O2)C1C(=O)N(CCOC)C3C(=O)NCc1ccc(OC)cc1 (stereo not drawn)	-3%	8	0	17%	-2%	27%	0	-7%	9%
CCOC(=O)c1ccc(NC(=S)N(CCN2CCCCCC2)Cc2ccco2)cc1	8%	-23	?	-30%	8%	-13%	-7	-12%	-4%
Cc1ccc(OCc2cc(C(=O)N(C)CCc3ccccn3)no2)cn1	-2%	-13	23	-9%	?	0%	0	?	1%
CCCn1cc2c(c1-c1cccc(C)c1)c(=O)n(C)c(=O)n2C	-3%	2	0	10%	7%	-13%	7	-5%	9%
O=c1cc(/C=C/c2cccs2)[nH]c2ccccc12	-10%	-8	18	7.1µM*	?	?	0	?	-23%[9.24 µM]
FC(F)Oc1ccc(/C=N/n2c(Cc3ccc(Br)cc3)n[nH]c2=S)cc1	29%	-16	?	-7%	-7%	3%	-6	10%	-7%
COc1ccc(S(=O)(=O)N(Cc2cccs2)C2CCCC2)cc1	0%	-10	-15	-9%	17%	-24%	-14	?	-10%
CC(=O)N1CCN(c2nc3cc4c(cc3nc2NS(=O)(=O)c2ccccc2)OCCO4)CC1	0%	0	-18	0%	-2%	-4%	3	8%	10%
OCCNCCOc1ccc(Cl)c(Cl)c1	-11%	23	22	-6%	-1%	-5%	-6	2%	-4%
C=CCn1c(=S)[nH]c2cc(C(=O)NCCc3ccc(S(N)(=O)=O)cc3)ccc2c1=O	6%	1	0	2%	-13%	?	0	8%	?
CCn1c(SCC(=O)N2CCCc3ccccc32)nc2ccccc2c1=O	13%	2	3	-17%	2%	10µM*	-24	-27%	-8%
CC(C)NC(=S)N/N=C/c1c[nH]c2ccccc12	21%	2	7	7%	-1%	-14%	16	-2%	2%
N#CC1(NC(=O)COC(=O)Cn2[nH]c(=O)c3ccccc3c2=O)CCCCC1	6%	-4	23	-7%	-4%	6%	-2	0%	-3%
COc1ccc(CCOC2OC(CO)C(OC(=O)/C=C/c3ccc(O)c(OC)c3)C(O[C@H]3O[C@@H](C)[C@H](O)[C@@H](O)[C@H]3O)C2O)cc1O (stereo partly drawn)	-6%	-1	-20	0%	-3%	-16%	12	6%	28%
CN(Cc1cnn(C)c1)C(=O)C1CCCCC1C(=O)O (stereo not drawn)	-15%	-2	4	-2%	-5%[9.22 µM]	12%	9	2%	-5%
CCNc1nc(NCC)n2c(SCC(=O)N3CC4(C)CC3CC(C)(C)C4)nnc2n1 (stereo not drawn)	1%	-6	?	8%	13%	-16%	-5	23%	0%
Clc1ccc(-c2csc(N3CCC(c4ccccc4)C3)n2)cc1 (stereo not drawn)	-3%	4	-16	15%	-1%	-5%	23	-18%	24%
Cc1csc(SCC(=O)NC(=O)NC(C)C)n1	3%	-6	6	8%	-1%	-17%	-13	12%	-2%
Cn1nnnc1SCC(=O)NC(=O)Cc1ccccc1	-1%	7	?	2%	-20%	19%	41	?	3%
O=C(c1ccccc1F)N1CCC(N2CCCCCC2)CC1	-5%	-6	?	?	10%	17%	6	-2%	-11%
CCCn1cc(S(=O)(=O)CC(=O)Nc2ccc(OCC)cc2)c2ccccc21	0%	-1	9	-12%	-2%	-13%	-3	4%	-2%
CCOC(=O)C(C)Sc1nnc(NC(=O)c2cccc([N+](=O)[O-])c2C)s1 (stereo not drawn)	7%	4	-12	-1%	-2%	-15%	38	?	-2%
CC(C)OC1=CC(=O)OC(c2cccc(Cl)c2)C1 (stereo not drawn)	.	2	15	6%	.	-16%	-14	9%	-1%
CC(C)CNC(=O)C(=O)NN=C1CCCCCC1	0%	2	13	27%	-5%	27%	6	?	20%
Cc1cccc(C(=O)N(c2ccccn2)C(C)c2ccco2)c1 (stereo not drawn)	5%	-4	-20	4%	-5%	3%	11	12%	10%
CN(CC(=O)Nc1sccc1C#N)C1CCCCC1	-12%	-2	-5	0%	-12%	2%	36	6%	-2%
CCN1C(=O)[C@H]2[C@@H](c3ccc(Cl)cc3)N3C(=O)CN(CCOC)C(=O)[C@@]3(C)[C@H]2C1=O	-5%	4	27	-5%	-2%	4%	12	4%	1%
O=C(O)/C=C/C(=O)N1CCN(Cc2ccc3c(c2)OCO3)CC1	-3%	2	0	0%	-6%	-16%	-2	-7%	-2%
O=C(NCC1CCCO1)/C(=C\c1ccccc1F)NC(=O)c1ccccc1 (stereo not drawn)	4%	1	-1	10%	-5%	-8%	-12	-3%	9%
CN(Cc1ccc(F)cc1)S(=O)(=O)c1nnc(NC(=O)c2ccccc2)s1	-4%	-5&6	0	.	-4%	3%&7%	-6	0%&6%	.
Cc1cccc(C)c1-n1c(C)cc(/C=N/NC(N)=S)c1C	-7%	-10	-84*	?	-5%	?	80	?	?
Cc1cc(C)n(-c2nc3c(c(=O)[nH]c(=O)n3C)n2C(C)C)n1	-1%	2	23	-8%	0%[9.22 µM]	4%	13	30%	1%
Fc1ccc(CN(Cc2ccccc2)C(c2cccs2)c2nnnn2C2CCCCC2)cc1 (stereo not drawn)	-7%	1	13	-18%	-6%	?	-28	?	-5%
COc1cccc2[nH]c(C(=O)NCCc3ccccc3)cc12	0%	-15	-19	-5%	-6%	?	-10	-3%	-14%
CC(C)OC(=O)CC1C(=O)NCCN1C(=S)NC(=O)c1cccs1 (stereo not drawn)	6%	-2	3	-10%	-8%	1%	4	4%	1%

Compound profiles (already shown). Values in the order: GLP-1R agonist | D3 ag | DRD3 antagonist | HT1080 IDH1KD tx | SW480 rereplic | KB-V1 MDR tox | IL1B secr inh | KB-3-1 cytotox | HT1080NT lethal
O=C(O)/C=C/C(=O)N1CCN(Cc2ccc3c(c2)OCO3)CC1 in the list: -3% | 2 | 0 | 0% | -6% | -16% | -2 | -7% | -2%
O=C(NCC1CCCO1)/C(=C\c1ccccc1F)NC(=O)c1ccccc1 (stereo not drawn) in the list: 4% | 1 | -1 | 10% | -5% | -8% | -12 | -3% | 9%

Additional structures.
SMILES	GLP-1R agonist	D3 ag	DRD3 antagonist	HT1080 IDH1KD tx	SW480 rereplic	KB-V1 MDR tox	IL1B secr inh	KB-3-1 cytotox	HT1080NT lethal
O=C(Cc1ccc(Cl)cc1)Nc1cccc(C(=O)Nc2ccccc2C(=O)O)c1	8%	3	19	-4%	-17%	-17%	-3	8%	-4%
CCSC1=C(C#N)C2(CCCCC2)C(C#N)C(=O)N1 (stereo not drawn)	-5%	3	-1	1%	-1%	10%	15	16%	0%
Cc1ccc(C(=O)C(C)OC(=O)CN2C(=O)NC3(CCCC3)C2=O)cc1C (stereo not drawn)	16%	3	6	-1%	0%	16%	6	4%	0%
COc1ccc(N(CC(=O)NC2CCCC2)C(=O)CCC(=O)Nc2nc(C)cs2)cc1OC	7%	0	0	-3%	11%	4%	9	9%	-11%
CC(OC(=O)c1ccco1)C(=O)Nc1nc(-c2ccccc2)cs1 (stereo not drawn)	14%	3	-13	0%	2%	-4%	20	13%	0%
O=C1Nc2ccccc2C(O)(C(=O)N2CCCCC2)N1c1ccccc1 (stereo not drawn)	1%	-4	-12	-14%	-5%	0%	-7	-9%	-2%
CC1=C(C(=O)Nc2ccccc2C(=O)N2CCC(C)CC2)SCCO1	-6%	-18	-18	-3%	?	2%	-8	9%	0%
COc1cc(C=O)ccc1OCC(=O)NC(C)(C)C	7%	12	-20	1%	-2%	0%	9	6%	9%
Cc1ccc(Cc2cnc(NC(=O)/C(C#N)=C/c3ccc(-c4ccc([N+](=O)[O-])cc4)o3)s2)cc1	-12%	-4	-4	1%	-9%	?	13	?	-1%

Look-ups from the entries so far.
O=C(Cc1ccc(Cl)cc1)Nc1cccc(C(=O)Nc2ccccc2C(=O)O)c1 @ HT1080 IDH1KD tx: -4%
COc1cc(C=O)ccc1OCC(=O)NC(C)(C)C @ KB-V1 MDR tox: 0%
Cc1ccc(Cc2cnc(NC(=O)/C(C#N)=C/c3ccc(-c4ccc([N+](=O)[O-])cc4)o3)s2)cc1 @ DRD3 antagonist: -4
Cc1ccc(C(=O)C(C)OC(=O)CN2C(=O)NC3(CCCC3)C2=O)cc1C (stereo not drawn) @ GLP-1R agonist: 16%
COc1ccc(N(CC(=O)NC2CCCC2)C(=O)CCC(=O)Nc2nc(C)cs2)cc1OC @ HT1080NT lethal: -11%

Some of these compounds in order of molecular weight, lowest first.
SMILES	GLP-1R agonist	D3 ag	DRD3 antagonist	HT1080 IDH1KD tx	SW480 rereplic	KB-V1 MDR tox	IL1B secr inh	KB-3-1 cytotox	HT1080NT lethal
COc1cc(C=O)ccc1OCC(=O)NC(C)(C)C	7%	12	-20	1%	-2%	0%	9	6%	9%
CC(OC(=O)c1ccco1)C(=O)Nc1nc(-c2ccccc2)cs1 (stereo not drawn)	14%	3	-13	0%	2%	-4%	20	13%	0%
O=C1Nc2ccccc2C(O)(C(=O)N2CCCCC2)N1c1ccccc1 (stereo not drawn)	1%	-4	-12	-14%	-5%	0%	-7	-9%	-2%
O=C(Cc1ccc(Cl)cc1)Nc1cccc(C(=O)Nc2ccccc2C(=O)O)c1	8%	3	19	-4%	-17%	-17%	-3	8%	-4%

Source: PubChem BioAssay
